TSG101-PTAP inh – qHTS Assay for Iinhibitors of HIV-1 Budding by Blocking the Interaction of PTAP/TSG101; Tumor susceptibility gene 101 protein (Homo sapiens), Q99816; Fluorescence polarization, FITC-PTAP peptide / Tsg101 binding; Potency, µM (top dose mostly 115 µM), for inactives: top-dose activity change, negative = inhibition, hits mostly inhibitors; 340,000 tested, under 10 active; active = well fitted inhibition curve with a large enough effect in the main read-out, with a control signal flat, not every such curve was filed as active; inconclusive = small, poorly fitted or top-dose-only effect, or effect the other way, or a change in a side signal; inactive = no such curve, though single readings can be large or run the other way; note: potency is the fitted concentration of half-maximal effect; % of control where 0% means no effect
Target sequence (Q99816 whole entry, looked up): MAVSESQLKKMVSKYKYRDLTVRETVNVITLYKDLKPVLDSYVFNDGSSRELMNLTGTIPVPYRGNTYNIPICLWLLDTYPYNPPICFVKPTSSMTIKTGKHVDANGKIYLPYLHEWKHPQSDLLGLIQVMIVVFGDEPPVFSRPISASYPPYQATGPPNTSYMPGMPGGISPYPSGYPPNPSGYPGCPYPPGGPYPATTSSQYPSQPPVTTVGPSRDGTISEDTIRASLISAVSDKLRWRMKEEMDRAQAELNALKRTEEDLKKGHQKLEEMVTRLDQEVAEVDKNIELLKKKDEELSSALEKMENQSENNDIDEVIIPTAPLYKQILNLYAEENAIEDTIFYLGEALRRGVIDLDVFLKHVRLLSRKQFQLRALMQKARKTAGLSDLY
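Tsg101 binding domain (10 uM final) was mixed with compound and a FITC-labeled PTAP peptide (50 nM final) in HEPES pH 7.5 buffer with NaCl, Tween 20, EDTA and TCEP; fluorescence polarization was read after 20 min at r.t.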
USP2a block – qHTS Assay for Inhibitors of Ubiquitin-specific Protease USP2a Using CHOP2 as the Reporter; USP2 core, Ub-CHOP2 coupled fluorogenic reporter, 485/531; actives 0.01% (n = 330,000); Ubiquitin carboxyl-terminal hydrolase 2 (Homo sapiens), O75604; Potency, µM (titrated, usually from 38.3 µM), without a hit: at the top dose activity change, negative = inhibition, usual class: inhibitors; AID 463254, 2010;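 note: potency is the fitted concentration of half-maximal effect; plate controls were DMSO wells for no effect and full inhibition by NEM control for full effect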
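USP2 core (10nM final) preincubated 30min RT with compound in 20mM Tris-HCl pH 8.0, 2mM CaCl2, 2mM beta-mercaptoethanol, 0.05% CHAPS; 25nM Ub-CHOP2 plus 25nM reporter substrate added, fluorescence (Ex485/Em531) read after 60min.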
B2AR arrestin – qHTS assay of beta-arrestin-biased ligands of beta2-adrenergic receptor; Beta-2 adrenergic receptor (Homo sapiens), P07550; beta-arrestin recruitment to beta2AR, cell-based reporter; Potency, µM (titrated, usually from 46.1 µM), for inactives: top-dose activation, usual class: activators; actives 0.02% (n = 330,000);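 note: potency is the fitted concentration of half-maximal effect; 0% = DMSO controls and full agonism = EC100 isoproterenol or metaproterenol; nearly all actives have a fitted effect of over 65% in size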
TSHR antagonist – Antagonists of the Thyroid Stimulating Hormone Receptor: HTS campaign; Thyrotropin receptor (Homo sapiens), P16473; TSHR-expressing cells, TSH-stimulated cAMP HTRF, 2 h; stronger effect = lower value; activity change, negative = inhibition, % at 11.5 µM; actives 0.2% (n = 330,000); AID 504810, 2011;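 active = activity change below a set negative limit, meaning inhibition stronger than a set level, cut at about -70% in these data; inconclusive = activity change between two set negative limits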; note: % is set by controls: 0 for no effect and ±100 for the full control effect
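Competitive HTRF cAMP read-out (cryptate anti-cAMP antibody, cAMP-d2; 30 min, room temperature) in freshly harvested TSHR cells. Compounds added before TSH at EC80 (4nM final), followed by 2 hours' incubation at 37 deg C.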
Chronic BCR inh – qHTS Assay to Find Inhibitors of Chronic Active B-Cell Receptor Signaling; ABC-DLBCL IkBa-CBG/CBR reporter, luminescence ratio, 4 h; Potency, µM (titrated, usually from 46.1 µM), without a hit: at the top dose ratio change, negative = lower green/red ratio, usual class: inhibitors; actives 0.05% (n = 340,000); AID 493014, 2011; active = well fitted inhibition curve with a large enough effect in the signal ratio, with a control signal flat, not every such curve was filed as active; inconclusive = small, poorly fitted or top-dose-only effect, or effect the other way, or a change in a side signal; the % refers to the signal ratio;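 note: potency is the fitted concentration of half-maximal effect; plate controls were basal doxycycline-induced cells for no effect and cells given 10 µM MG132 for full effect; MG132 reads +100%, hits lower the ratio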
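Doxycycline induced both beetle luciferases in TMD8 lymphoma cells; IKK-driven degradation limits the IkappaBalpha-fused green signal, while red luminescence normalises for cell number and nonspecific effects. Compounds tested up to 46 uM, 4 hrs.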
Mito fusion yeast – qHTS Assay for Small Molecule Inhibitors of Mitochondrial Division or Activators of Mitochondrial Fusion. S. cerevisiae fusion-defective mutant growth rescue, CellTiterGlo 48 h. Potency, µM (top dose mostly 46.1 µM), inactives show top-dose growth rescue (activation), actives largely listed as activators. actives 0.23% (n = 320,000);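 note: potency is the fitted concentration of half-maximal effect; % of control where 0% means no effect; nearly all actives have a fitted effect of over 45% in size; temperature-sensitive fusion mutants such as fzo1-1 at 37 °C on non-fermentable ethanol glycerol medium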
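Compounds are tested for their ability to restore growth of mitochondrial fusion-defective yeast strains at non-permissive 37C in YPEG medium over 48 hours. Viability is quantified by luciferase luminescence.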
TCR act – Activators of T cell receptors: qHTS campaign; Potency, µM (top dose mostly 9.22 µM), for the others: top-dose activation of IL-2 secretion, actives largely listed as activators; primary human leukocytes, anti-CD3, IL-2 HTRF, 48 h; 330,000 tested, under 10 active; note: % of control where 0% means no effect
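Readout: HTRF IL-2, Eu-cryptate/d2 antibody pair, 320nm excitation, 665nm emission. Stimulus: a-CD3 beads, no co-stimulation. Cells: primary human leukocytes. Exposure: 48 hr with compound.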
Tb PFK inh – qHTS Assay to Find Inhibitors of T. brucei phosphofructokinase; ATP-dependent 6-phosphofructokinase (Trypanosoma brucei brucei), O15648; T. brucei PFK, ADP-Glo luminescence; Potency, µM (doses to about 57.5 µM), without a hit: at the top dose activity, negative = inhibition, actives largely listed as inhibitors; actives 0.17% (n = 330,000); AID 485367, 2010;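 note: potency is the fitted concentration of half-maximal effect; 0% = uninhibited 1x PFK enzyme wells and -100% = no-enzyme wells; nearly all actives have a fitted effect of over 60% in size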
Target sequence (O15648 whole entry, looked up): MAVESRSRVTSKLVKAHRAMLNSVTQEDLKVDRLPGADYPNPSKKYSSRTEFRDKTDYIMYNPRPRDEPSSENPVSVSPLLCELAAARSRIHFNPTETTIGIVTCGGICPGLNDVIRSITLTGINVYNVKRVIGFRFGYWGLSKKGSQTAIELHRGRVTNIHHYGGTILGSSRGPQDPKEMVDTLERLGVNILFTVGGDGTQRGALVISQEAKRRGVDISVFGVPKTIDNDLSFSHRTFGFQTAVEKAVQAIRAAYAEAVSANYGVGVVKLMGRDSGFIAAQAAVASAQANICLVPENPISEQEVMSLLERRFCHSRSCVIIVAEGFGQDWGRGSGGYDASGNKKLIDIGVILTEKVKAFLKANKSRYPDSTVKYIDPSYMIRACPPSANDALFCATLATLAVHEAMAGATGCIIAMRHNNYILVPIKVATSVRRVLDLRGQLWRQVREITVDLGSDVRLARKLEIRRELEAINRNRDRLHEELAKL
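Luminescent ADP detection (ADP-Glo, two-step: ATP depletion then ADP-to-ATP conversion for luciferase) reported PFK activity after 45 min room-temperature reaction of 1.25 nM enzyme with 0.5 mM F6P and 0.1 mM ATP at pH 8.0.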
uPA surface inh – qHTS for Inhibitors of Cell Surface uPA Generation; cell surface uPA generation assay, qHTS; Potency, µM (doses to about 38.3 µM), for inactives: at the top dose activity change, negative = inhibition, usual class: inhibitors; actives 0.31% (n = 330,000); active = well fitted inhibition curve with a large enough effect; inconclusive = small, poorly fitted or top-dose-only effect; inactive = no such curve, though single readings can be large or run the other way; tested in mouse RAW 264.7 cells; note: potency is the fitted concentration of half-maximal effect; % is set by controls: 0 for no effect and ±100 for the full control effect; nearly all actives have a fitted effect of over 55% in size
ELG1 DNA repair – qHTS screen for small molecules that inhibit ELG1-dependent DNA repair in human embryonic kidney (HEK293T) cells expressing luciferase-tagged ELG1; HEK293T ELG1-luciferase reporter, luminescence, 16 h; DNA damage induced by 5-fluorouridine; Potency, µM (top dose mostly 46.1 µM), for the others: at the top dose activity change, negative = inhibition, most hits filed as inhibitors; actives 2.3% (n = 330,000); AID 504467, 2011; note: potency is the fitted concentration of half-maximal effect; % is set by controls: 0 for no effect and ±100 for the full control effect; nearly all actives have a fitted effect of over 55% in size
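Luminescence from the luciferase reporter, measured 30 min after ONE-Glo reagent at room temperature, was the read-out. Beforehand, 2,000 cells per well were exposed for 16 hr at 37 °C to 5-fluorouridine together with compound or vehicle.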
Eya2 inh – qHTS Assay for Inhibitors of the Phosphatase Activity of Eya2 | Protein phosphatase EYA2 (Homo sapiens), O00167 | AID 488837, 2010 | actives 0.006% (n = 330,000) | recombinant Eya2, OMFP fluorescence dephosphorylation (OMFP is methylfluorescein phosphate) | Potency, µM (doses to about 76.9 µM), inactives show top-dose activity, negative = inhibition, hits mostly inhibitors; note: potency is the fitted concentration of half-maximal effect; % is set by controls: 0 for no effect and ±100 for the full control effect
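Eya2 protein (added as 0.2 uM solution) was preincubated with compound for 10 min at ambient temperature in 50 mM HEPES pH 7.5, 50 mM NaCl, 5 uM MgCl2, 0.05% BSA, 1 mM DTT. OMFP (added at 50 uM) then reacted 10 min; fluorescence read at 485/525 nm.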
Active calls of the source: *; ? = inconclusive; / = not tested or not shown; [ ] = remark or other dose. Unless noted, calls come from the whole dose curve; as a rule, active = well fitted curve in the direction sought with a large enough effect; inconclusive = small, poorly fitted or top-dose-only effect, or another doubt; inactive = no such curve, though single readings can be large; an effect the other way counts as inactive or inconclusive.

SMILES	TSG101-PTAP inh	USP2a block	B2AR arrestin	TSHR antagonist	Chronic BCR inh	Mito fusion yeast	TCR act	Tb PFK inh	uPA surface inh	ELG1 DNA repair	Eya2 inh
Cc1coc2c(C)c3oc(=O)c(CCC(=O)NCCC(=O)O)c(C)c3cc12	-12%	-1%	0.3%	6	2%	20%	-65%	-2%	4%	4%	-17%
CCCOc1ccc(N2C(=O)CC(N3CCC(c4nc5ccccc5o4)CC3)C2=O)cc1 (stereo unspecified)	/	2%	-0.2%	-11	2%	-6%	/	-5%	/	-20%	7%
COC(=O)c1cc(NS(=O)(=O)c2ccc(NCc3cccnc3)c(N)c2)cc(C(=O)OC)c1	-3%	0%	-0.6%	4	-1%	-3%	-4%[46.1 µM]	7%	3%	-9%	9%
CCn1c(SCC(=O)Nc2ccc(OCc3ccccc3)cc2)nnc1-c1ccco1	-4%	-3%	3.3%	-13	?	1%	0%	-2%	3%	?	9%
CC(=O)c1c(-c2ccccc2)c2cc([N+](=O)[O-])ccc2[nH]c1=O	-12%	-3%	-0.4%	-9	0%	9%	3%	2%	?	?	0%
COc1ccc(C(=O)Cn2nnc(-c3ccccc3NC(=O)C3CCCCC3)n2)cc1	15%	4%	0.0%	-7	8%	2%	4%	-3%	3%	?	8%
CC(=O)Nc1ccc(S(=O)(=O)N2CCC(C(=O)NCc3cccnc3)CC2)cc1	-5%	3%	-0.2%	-1	1%	-1%	1%	2%	7%	5%	-1%
Cc1ccc(OCc2ccc(C(=O)NCC3CCCO3)cc2)cc1 (stereo unspecified)	-1%	2%	0.3%	3	-4%	-2%	12%	0%	-3%	?	-1%
Cc1ccc2nc(SCC(=O)Nc3cccc(Cl)c3)nc(=O)n2c1	-1%	2%	-0.4%	-1	?	4%	-3%	3%	-4%	25%	0%
O=C(c1ccccc1NS(=O)(=O)c1ccc2c(c1)OCCO2)N1CCOCC1	-5%	-1%	-0.2%	1	1%	-2%	-1%[46.1 µM]	4%	16%	4%	1%
COc1ccc2nc(N/C(=N/S(=O)(=O)c3cccs3)c3ccccc3Cl)sc2c1	-4%	8%	0.2%	-17	0%	-2%	9%	1%	0%	6%	0%
C=CCOC(=O)COc1ccc2c(C)c(C)c(=O)oc2c1	-1%	-1%	-0.1%	-14	3%	-5%	3%	0%	3%	3%	9%
COc1ccccc1S(=O)(=O)Cc1ccc(C(=O)NCc2ccccc2)o1	3%	-2%	0.4%	2	2%	18%	3%	-8%	-3%	13%	-22%
CN(Cc1ccccc1)S(=O)(=O)c1cccc2nsnc12	-4%	-1%	-0.2%	-6	1%	6%	7%	-5%	-3%	-7%	-7%
Nc1ccccc1OCCOc1ccccc1N	2%	2%	0.3%	-12	0%	-3%	0%	-3%	-3%	?	2%
COc1cccc(-c2ccc(NC(=O)C3CCCN(Cc4cnc(C)s4)C3)cc2)c1 (stereo unspecified)	/	-6%	0.0%	-18	?	0%	-5%	3%	?	-23%	6%
COC(=O)c1ccc(CNC(=O)C2CCC(=O)N(Cc3ccccn3)C2)cc1 (stereo unspecified)	-3%	2%	0.1%	6	8%	0%	2%	3%	1%	9%	3%
O=C(CNC(=O)Cc1ccccc1)NCC(=O)OCC(=O)c1cccc2ccccc12	-4%	3%	-0.9%	1	?	1%	4%	-1%	1%	3%	18%
CC(NC(=O)c1cn(C(C)c2ccccc2F)nn1)c1ccncc1 (stereo unspecified)	-4%	9%	-0.1%	17	1%	-1%	-4%	1%	-11%	3%	6%
CCOC(=O)C(CCc1nnc(N)s1)C(=O)OCC	-4%	1%	-0.1%	-16	0%	0%	-2%	-2%	4%	-4%	-10%[15.4 µM]
O=C(NCc1nnc(SCC(=O)N2CCCc3ccccc32)o1)c1c(F)cccc1Cl	-7%	1%	-0.1%	6	11%	16%	-4%	-2%	-20%	2%	-7%
CC1(C)Cc2c(c(=S)nc(-c3ccccc3)n2CCO)CO1	-6%	-3%	-1.6%	6	?	32%	-19%	-1%	-5%	?	-3%
CCCOc1ccc(-c2csc(N)n2)cc1[N+](=O)[O-]	0%	2%	0.2%	16	?	12%	4%[46.1 µM]	17%	-1%	?	-14%
Cc1nc2ccccc2n1CC(=O)OCC(=O)NCCc1ccccc1	-1%	-1%	-0.1%	4	14%	-1%	-7%	4%	9%	-3%	15%
CC(=O)N1c2ccc(S(=O)(=O)NCCC(=O)Nc3ccc(OC(F)(F)F)cc3)cc2CC1C (stereo unspecified)	1%	1%	-0.1%	-3	0%	-11%	3%	-6%	-4%	?	6%
CCN(CC)CCN(C(=O)c1ccc(C(C)=O)cc1)c1nc2ccc(Cl)cc2s1	0%	-1%	-0.5%	13	?	-4%	9%	3%	-3%	15%	13%
Cc1cc(C)c(NS(=O)(=O)c2ccc(Cl)c(C(=O)O)c2)c(C)c1	-7%	2%	0.0%	0	7%	-3%	-10%	?	/	14%	8%
COc1ccc(CCNC(=O)c2ccc(N(C)S(=O)(=O)c3ccc(C)cc3)cc2)cc1	-3%	0%	0.0%	-4	1%	-12%	-2%	-7%	/	?	-14%
O=C(C[n+]1ccc(/C=N/O)cc1)NC(=O)Nc1ccccc1	-7%	1%	-0.3%	0	?	-1%	3%	0%	6%	11%	4%
Cc1[nH]c2ccccc2c1C(=O)CNc1nccs1	-1%	2%	-0.5%	-16	-26%	4%	1%	2%	2%	-10%	14%

One compound at a time (already shown). Screens in order: TSG101-PTAP inh	USP2a block	B2AR arrestin	TSHR antagonist	Chronic BCR inh	Mito fusion yeast	TCR act	Tb PFK inh	uPA surface inh	ELG1 DNA repair	Eya2 inh
`O=C(NCc1nnc(SCC(=O)N2CCCc3ccccc32)o1)c1c(F)cccc1Cl` is listed with -7%	1%	-0.1%	6	11%	16%	-4%	-2%	-20%	2%	-7%
`CC1(C)Cc2c(c(=S)nc(-c3ccccc3)n2CCO)CO1` is listed with -6%	-3%	-1.6%	6	?	32%	-19%	-1%	-5%	?	-3%

Going on with the list.
SMILES	TSG101-PTAP inh	USP2a block	B2AR arrestin	TSHR antagonist	Chronic BCR inh	Mito fusion yeast	TCR act	Tb PFK inh	uPA surface inh	ELG1 DNA repair	Eya2 inh
Cc1cc(Br)c(OCC(=O)NN)c2c1CCC2	-2%	-1%	0.2%	3	?	10%	2%	1%	-19%	-14%	-1%
CCN(CC(=O)Nc1ccccc1C(F)(F)F)C(=O)Cc1ccc2c(c1)CCC2	-5%	0%	-0.1%	-8	-1%	4%	-18%	0%	-14%	-20%	2%
Cc1ccc2nccc(C(=O)N3CCCC(N4CCN(c5ccc(F)cc5)CC4)C3)c2c1 (stereo unspecified)	/	-1%	-0.6%	-2	0%	-5%	-2%	1%	7%	12%	-11%
O=C(CCCn1c(=O)c2cccn2c2cccnc21)N1CCN(c2ccccc2F)CC1	-2%	1%	-1.2%	-10	-3%	-8%	-2%	-4%	2%	5%	-7%
CCN(c1ccccc1)S(=O)(=O)c1ccc(NC(=S)NC(=O)c2ccc(Br)o2)cc1	-1%	0%	-0.4%	-39	1%	1%	9%	1%	-3%	?	0%

Copied from the list:
COc1ccc(C(=O)Cn2nnc(-c3ccccc3NC(=O)C3CCCCC3)n2)cc1 in Mito fusion yeast: 2%
COc1ccc(CCNC(=O)c2ccc(N(C)S(=O)(=O)c3ccc(C)cc3)cc2)cc1 in Mito fusion yeast: -12%
CCCOc1ccc(-c2csc(N)n2)cc1[N+](=O)[O-] in TCR act: 4%[46.1 µM]
